HIV peptide binding – cell-free HIV fusion peptide-binding blockers – biochemical, uHTS, fluorescence dequenching, primary screen (AID 1986); cell-free peptide binding, fluorescence dequenching, 30 min; higher % means a stronger effect; one-dose inhibition, % at 20 µM; IC50 in µM for titrated hits; 0.3% of 290,000 active; in the data active = inhibition mostly above about 52%, no sharp cut-off; inactive = mostly below about 76%; also: some results filed as inactive read as strong as hits
AID2073 – inhibitors of Mint1-CaV2.2 protein interaction, biochemical, HTRF (AID 2073). inhibition, % at 20 µM, or IC50 in µM where a hit was titrated. HTRF protein-protein interaction, Mint1-CaV2.2; higher % means a stronger effect. 0.19% of 290,000 active; in the data active = inhibition mostly above about 51%, no sharp cut-off; inconclusive = no clear call, values can overlap the other calls; inactive = mostly below about 53%; also: some results filed as inactive read as strong as hits
Yfh1-off respiration – enhancers of respiration in Yfh1-depleted yeast, dose response, Friedreich's ataxia, plus single-dose screen (AID 1465); fold induction at 50 µM; hits with a dose series show EC50 in µM; 0.074% of 220,000 active; S. cerevisiae Yfh1-off respiration, WST-1 reduction, 72 h; higher fold induction means a stronger effect;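 active = fold induction of absorbance versus untreated yeast above a set limit, then at least 30% activation at any dose in follow-up; inconclusive = repeats straddling the limit, or above it without dose testing; inactive = fold induction below the set limit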;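 also: activators that raise dye reduction in frataxin-depleted yeast; strong numbers were not always called active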
Ins promoter up – MIN6 insulin promoter up-regulation. MIN6 insulin promoter-GFP reporter, high-content imaging; hits give high values. z-score at 5 µM. 0.3% of 190,000 active;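 active = z-score above 3 at 5 µM with at least 500 cells counted in the well; inconclusive = wells under 500 cells, flagged as cytotoxic or low count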
WT yeast gro inh – growth inhibition of WT yeast, mitochondrial fusion screen; 2.1% of 190,000 active; mitochondrial fusion phenotypic screen, WT strain; AID 1362; inhibition, % at 10 µM; in the data active = inhibition above about 58%; tested in S. cerevisiae
b-catenin transl – modulators of beta-catenin nuclear translocation; 0.3% of 190,000 active; HeLa beta-catenin nuclear translocation, immunofluorescence imaging; nuclear translocation activity, % at 5 µM; AID 1665;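 active = nuclear translocation activity above 50% at 5 µM, with a well cell count of 50 or more; inconclusive = wells under 50 cells across six images, flagged as toxic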;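 also: per-cell ratio of nuclear to cytoplasmic median beta-catenin stain intensity; plate controls were DMSO negative control for no effect and GSK-3 inhibitor IX positive control for full effect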
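Signal – beta-catenin immunofluorescence imaging with DAPI · Test system – human HeLa cell line · Dosing – 5 µM primary single dose, 0.1% DMSO, 0.02–20 µM confirmation series · Measure – % activation, nuclear-to-cytoplasmic median beta-catenin signal ratio per cell · Incubation – 24 h compound exposure at 37°C, 5% CO2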
Autophagy mod – alters autophagy in cells | AID 463193 | calls only at 10 µM (by protocol) | 0.98% of 190,000 active | MEF GFP-LC3 puncta imaging; test concentration mostly 10 µM;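 active = percentage of spot-positive cells more than 3 SD above its plate mean, without a fluorescence outlier flag or 80% toxicity; inconclusive = no clear call, values can overlap the other calls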;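 also: spot-positive cell cutoff set from DMSO-treated cells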
MT stabilizer – microtubule stabilizers in HeLa cells; 0.83% of 200,000 active; % tubulin-high responders, % at 10 µM; HeLa tubulin immunostaining HCS, 24 h; share of cells brighter than vehicle mean+2SD; AID 2205;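 active = plate Z-score above 3 for both tubulin-high and condensed-nucleus cell shares, with cell loss under 80%, at 10 µM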;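 also: anti alpha tubulin signal scored within the nucleus-defined area of each cell; some results filed as inactive read as strong as hits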
Dynein transport – dynein cargo transport inhibition. AID 1381. 3617.4 mouse cells, GR-EGFP nuclear translocation imaging; test concentration mostly 20 µM; stimulated with dexamethasone, 1 µM; hits give low values. z-score, hits read low. 0.47% of 220,000 active;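 active = plate z-score of nuclear minus cytoplasmic receptor signal below a set negative limit, without overly bright fluorescence or cell loss, cut at about -3.5 in these data, passing the limit was not always enough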;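 also: z-score of nuclear minus cytoplasmic ring GR-EGFP intensity difference per well; some compounds called inactive have numbers as strong as hits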
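Buffer or medium: tet-free medium with charcoal-stripped serum / Also added: dexamethasone agonist, 1.0 µM final, for 30 min / Timing: induction 48 h, compound 1 h, agonist 30 min / Measured by: high-content fluorescence imaging after fixation / Read-out: nuclear-to-cytoplasmic GR-EGFP distribution per well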
WT yeast gro inh mutant strain – recorded beside WT yeast gro inh, whose call it bears; inhibition, %; mitochondrial fusion phenotypic screen, mutant strain inhibition
Dynein transport cytoplasmic EGFP – also measured in Dynein transport; calls as there; z-score; measured here: cytoplasmic GR-EGFP intensity; hits give high values
Dynein transport nuclear GR-EGFP – second read-out of Dynein transport, no call of its own (marks repeat the call); z-score; measured here: nuclear GR-EGFP intensity;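 lower value marks the stronger effect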
Dynein transport cell count – second read-out of Dynein transport, no call of its own (marks repeat the call); z-score; measured here: cell count per field
Ins promoter up cell count – second read-out of Ins promoter up, no call of its own (marks repeat the call); cell count; measured here: cytotoxicity, nuclei count;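 total cells summed across four imaged fields per well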
b-catenin transl cell count 5 µM – second read-out of b-catenin transl, no call of its own (marks repeat the call); cell count; measured here: cell count, cytotoxicity flag
MT stabilizer Hoechst-high % – recorded beside MT stabilizer, whose call it bears; % Hoechst-high responders; measured here: nuclear condensation Hoechst responders;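 share of cells brighter than vehicle mean plus two SD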
MT stabilizer cytotoxicity % – second read-out of MT stabilizer, no call of its own (marks repeat the call); toxicity, %; measured here: cytotoxicity by cell density;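 0% = mean cell density of plate MIN control wells and 100% = no cells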
Autophagy mod cell loss 18 h – further read-out of Autophagy mod, marked with its call; toxicity, %; measured here: cell loss, nuclei count;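 cell loss after 18 h compound exposure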
Starred values were filed as active, the others as inactive; i = inactive; u = inconclusive; x = not tested or not shown. Compounds as they come. About 4.2% of those tested had a hit in this group.

SMILES | HIV peptide binding | AID2073 | Yfh1-off respiration | Ins promoter up | Ins promoter up cell count | WT yeast gro inh | WT yeast gro inh mutant strain | b-catenin transl | b-catenin transl cell count 5 µM | Autophagy mod | Autophagy mod cell loss 18 h | MT stabilizer | MT stabilizer Hoechst-high % | MT stabilizer cytotoxicity % | Dynein transport | Dynein transport cytoplasmic EGFP | Dynein transport nuclear GR-EGFP | Dynein transport cell count
CCCc1cc(=O)n2[nH]c(NCc3ccccc3Cl)nc2n1 | 2.6% | 2.2% | i | 0.38 | 1197 | 41.3 | 10.1 | -5.1 | 905 | i | 8.7 | 5.0 | 3.4 | 11.4 | -0.607 | -0.213 | -0.169 | 0.162
COc1cccc(C2=Nn3c(nnc3-c3ccccc3O)SC2)c1 | -2.1% | 0.3% | i | -0.88 | 1810 | 24.0 | 0.1 | -2.8 | 1096 | i | 3.1 | 2.7 | 1.6 | 6.2 | 0.473 | -0.28 | 0.613 | -0.218
CCSc1nc2c(c(=O)n(C)c(=O)n2C)n1Cc1ccc(Cl)cc1 | x | x | i | x | x | x | x | x | x | i | 2.3 | 1.7 | 2.6 | 7.9 | -0.363 | -0.279 | 0.00441 | -0.0971
CCO[C@H]1OC(C(=O)O)=C[C@@H](C)[C@@H]1CCCO | 3.1% | -1.2% | i | 0.31 | 1214 | 2.3 | 2.9 | -2.9 | 1190 | i | 5.5 | 3.9 | 1.5 | 8.3 | -0.842 | -0.303 | -0.174 | 0.13
CC(C)n1nc(C(=O)Nc2nc3ccc(S(C)(=O)=O)cc3s2)c2ccccc2c1=O | -1.9% | 32.4% | i | x | x | -1.4 | 7.4 | 6.9 | 1096 | x | x | x | x | x | x | x | x | x
CC(C)(C)C(=O)NC(=S)Nc1ccccn1 | -2.0% | -6.2% | i | 0.1 | 1195 | 19.6 | 9.4 | -0.4 | 1169 | i | 9.7 | 7.2 | 2.7 | 23.4 | 0.662 | -0.334 | 0.505 | -0.801
CC(=O)Nc1ccccc1C(=O)C(=O)Nc1ccc(C)c(F)c1 | -3.6% | 1.9% | i | 0.54 | 1434 | -17.1 | -30.2 | -2.8 | 862 | i | 9.4 | 2.3 | 2.9 | 8.3 | -0.136 | -0.339 | -0.402 | 0.7
O=C(N/N=C/c1cccs1)c1cccc(S(=O)(=O)Nc2ccc(Cl)cc2)c1 | -1.5% | -3.5% | i | 0.02 | 1503 | 4.4 | 1.8 | -0.6 | 1425 | i | -18.1 | 2.0 | 1.0 | 5.2 | -0.349 | 0.0255 | 0.0503 | 0.706
COc1ccc(/C(C)=N/Nc2ccc(F)cc2F)c(O)c1 | -2.2% | -2.7% | i | -0.2 | 1112 | -5.4 | 1.3 | 0.0 | 1075 | i | -3.3 | 6.5 | 2.2 | 5.0 | -0.584 | -0.207 | 0.00157 | 0.624
O=C(/C=C/c1ccccc1)Nn1cnc2ccccc2c1=O | -0.7% | 27.8% | i | -0.17 | 1473 | -0.1 | 1.8 | 4.1 | 1032 | i | 6.3 | 1.3 | 1.1 | 5.3 | -0.283 | -0.201 | -0.216 | 0.809
CCC(CC)C(=O)Nc1cccc(C(=O)NCCc2ccc(S(N)(=O)=O)cc2)c1 | 0.9% | 27.1% | i | 0.4 | 930 | -1.9 | 4.9 | x | x | i | -4.8 | 1.1 | 1.1 | 0.2 | 0.452 | -0.222 | 0.672 | -1.07
COC(=O)c1sccc1NC(=O)C1CCCCC1C(=O)O (stereo not drawn) | 0.2% | 34.3% | i | -0.39 | 1355 | 4.7 | 9.5 | -0.7 | 1045 | i | 1.0 | 2.6 | 2.0 | 3.7 | -0.88 | -0.313 | -0.625 | 1.53
CCOC(=O)c1[nH]c(C)c(C(=O)NCCCN2CCOCC2)c1C | 0.6% | -2.5% | i | 0.13 | 1662 | x | x | -4.2 | 1422 | i | -3.7 | 2.1 | 4.3 | 5.3 | 0.227 | -0.0104 | 0.846 | -0.206
COc1ccc(C2CC(c3ccccc3)Nc3ncnn32)cc1 (stereo not drawn) | 1.0% | -0.8% | i | x | x | 2.3 | -0.1 | 0.0 | 1112 | x | x | 1.4 | 1.9 | 9.3 | 2.21 | 0.067 | 1.82 | -1.54
COc1cccc(C(c2nnnn2Cc2ccccc2)N2CCN(C(=O)c3ccco3)CC2)c1OC (stereo not drawn) | 2.8% | -5.3% | i | -0.13 | 1283 | 2.9 | -11.5 | x | x | i | -5.1 | 4.2 | 1.9 | 4.5 | 0.475 | 0.191 | 0.689 | -0.63
CC(C)c1ccc(NC(=O)c2ccc(Br)o2)cc1 | 2.5% | -1.7% | i | x | x | 24.2 | 14.7 | -2.5 | 527 | i | -4.1 | 3.7 | 2.2 | 4.5 | 0.162 | -0.218 | 0.181 | -0.633
Cc1cc(=O)n2nc(N3CCCC3C(=O)NCCCN3CCCCC3)sc2n1 (stereo not drawn) | -1.0% | -3.5% | i | 0.26 | 1318 | 7.3 | -5.7 | 2.8 | 1144 | i | 19.4 | 3.5 | 2.5 | 7.0 | -0.224 | -0.207 | 0.646 | 0.523
CCn1ccnc1CN(C)Cc1cn(-c2ccc(C)cc2)nc1-c1ccc(F)cc1 | 0.4% | -7.7% | i | x | x | 67.3 | 72.7 | -2.1 | 976 | i | -8.1 | 1.7 | 1.7 | 11.4 | -0.815 | -0.186 | -0.569 | -0.746
O=C1CN(C(=O)COC(=O)c2cccc(S(=O)(=O)NCc3ccccc3)c2)c2ccccc2N1 | 3.9% | 10.5% | i | x | x | x | x | -6.7 | 1062 | i | 5.4 | 2.5 | 1.9 | 9.3 | -0.806 | -0.0197 | -0.436 | 0.378
CCCS(=O)(=O)N1CCCC(C(=O)NCCc2ccc(OC)c(OC)c2)C1 (stereo not drawn) | 1.3% | 2.5% | i | -0.72 | 1080 | -6.3 | 8.5 | 1.8 | 918 | i | -5.3 | 1.6 | 1.4 | 8.0 | 0.361 | -0.263 | 0.94 | -0.76
Cc1ccc2cc(COC(=O)c3ccco3)c(=O)[nH]c2c1 | 1.0% | 9.5% | i | 0.07 | 793 | -13.5 | -8.4 | -5.9 | 1143 | i | 7.7 | 1.6 | 0.9 | 8.8 | 0.341 | -0.236 | 0.811 | 1.16
CCc1ccc(NC(=O)CC2C(=O)N(c3ccc(C)cc3)C(=O)N2CCc2ccncc2)cc1 (stereo not drawn) | 1.6% | 3.0% | i | 1.57 | 1076 | 5.8 | -1.4 | -2.3 | 1105 | i | -10.8 | 1.9 | 2.3 | 7.7 | -1.04 | -0.297 | -0.875 | 0.743
O=C(c1ccc(-c2ccccc2)c(F)c1)C1CCCN(CCCn2cccn2)C1 (stereo not drawn) | -1.2% | 1.8% | i | 1.28 | 1117 | x | x | 1.8 | 1320 | x | x | x | x | x | -0.162 | -0.178 | -0.183 | 0.255
CC(NC(=O)COC(=O)CCc1nc2ccccc2c(=O)[nH]1)c1ccccc1 (stereo not drawn) | 0.7% | u | i | -0.36 | 1198 | 4.1 | -29.4 | -1.6 | 1067 | i | 17.9 | 3.9 | 2.6 | 4.7 | -1.34 | -0.206 | -0.551 | 0.814
COc1ccc(NC(=O)CN(C)S(=O)(=O)c2ccccc2)cc1OC | -2.1% | -10.4% | i | -0.46 | 1892 | -7.9 | 0.9 | -1.3 | 1082 | i | -4.1 | 2.5 | 1.8 | 4.5 | -0.338 | -0.226 | -0.487 | 0.795
COc1ccc(-c2cc3cc(C(=O)O)ccn3c2C(=O)c2ccccc2)cc1 | 11.8% | 14.6% | i | 0.48 | 1395 | x | x | -4.6 | 1236 | x | x | x | x | x | -0.438 | -0.208 | -0.254 | -0.104
CCC(C)[C@H](NC(=O)NC1CCCc2ccccc21)C(=O)OC (stereo partly drawn) | -0.4% | 0.0% | i | x | x | x | x | -1.3 | 1341 | x | x | x | x | x | 0.227 | -0.196 | 0.527 | -0.14
Cc1ccc(S(=O)(=O)N2CCN(C(=O)Cc3ccccc3)CC2)cc1 | -0.6% | -2.5% | i | 0.62 | 848 | 3.9 | -8.2 | x | x | i | -1.8 | 1.2 | 1.3 | 6.1 | 0.00886 | 0.109 | 0.105 | 0.533
O=C(c1ccc2c(=O)n(-c3ccccc3)c(=O)[nH]c2c1)N1CCCCC1 | -2.5% | 4.6% | i | -2.38 | 1118 | -9.2 | 0.7 | -0.1 | 1072 | i | 6.9 | 2.9 | 2.0 | 5.8 | 0.762 | -0.172 | 0.583 | -0.757
CN=C(Nc1ccc(Br)cc1)SC1CC(=O)N(c2ccc(OC)cc2)C1=O (stereo not drawn) | 1.6% | 0.4% | i | x | x | 48.0 | 47.1 | -0.4 | 1006 | i | 9.3 | 3.0 | 3.1 | 9.0 | -0.408 | -0.198 | -0.512 | 1
